Source: PubChem
BoNT-F LC inh = BoNT F light chain protease inhibition; Multiplex microsphere protease cleavage assay, flow cytometry; inhibition, % at 10 µM; actives 0.22% (n = 360,000); AID 588497; in the data active = inhibition above about 35%, passing the limit was not always enough; inconclusive = no clear call, values can overlap the other calls; note: plate controls were buffer without enzyme for full effect and enzyme alone for no effect
FadD28 FP inh = inhibitors of Mycobacterium tuberculosis FadD28 bisubstrate binding; FadD28 bisubstrate probe binding, fluorescence polarization; inhibition, % at 12.5 µM; actives 0.22% (n = 360,000); in the data active = inhibition above about 8.5%, passing the limit was not always enough; inconclusive = no clear call, values can overlap the other calls
UGM FP inh = blocks M. tuberculosis UGM enzyme. P9WIQ1. purified UGM, fluorescence polarization probe displacement. inhibition, % at 10 µM. actives 0.06% (n = 320,000); in the data active = inhibition above about 10%, passing the limit was not always enough; inconclusive = no clear call, values can overlap the other calls
Target sequence (P9WIQ1 whole entry, looked up): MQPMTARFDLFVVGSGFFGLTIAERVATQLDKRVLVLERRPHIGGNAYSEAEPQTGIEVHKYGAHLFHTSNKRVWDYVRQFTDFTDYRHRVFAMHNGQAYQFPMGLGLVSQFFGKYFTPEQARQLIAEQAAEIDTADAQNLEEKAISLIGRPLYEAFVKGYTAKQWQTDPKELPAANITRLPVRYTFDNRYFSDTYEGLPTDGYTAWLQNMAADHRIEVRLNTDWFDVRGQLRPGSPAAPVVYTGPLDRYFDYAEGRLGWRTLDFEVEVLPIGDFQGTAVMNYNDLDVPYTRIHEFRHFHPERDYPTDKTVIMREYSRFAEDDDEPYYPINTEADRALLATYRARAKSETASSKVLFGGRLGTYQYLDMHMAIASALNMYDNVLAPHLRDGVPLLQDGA
BioA inh = BioA (M. tuberculosis) enzyme inhibition. actives 0.096% (n = 360,000). AID 602481. inhibition, % at 9.99 µM. purified M. tuberculosis BioA enzyme, plate reader; in the data active = inhibition above about 40%; inconclusive = no clear call, values can overlap the other calls
FBA Mtb inh = inhibits M. tuberculosis FBA enzyme | P9WQA3 | purified M. tuberculosis FBA, fluorescence read-out | inhibition, % at 1 µM | actives 2.3% (n = 360,000) | AID 588726; in the data active = inhibition above about 27%;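 note: 0% = vehicle and 100% = reference inhibitor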
MazF activator = increases E. coli MazEF RNase cleavage of RNA | FAM/BHQ RNA-DNA oligo cleavage fluorescence, 5 h | activation, % at 20 µM | actives 0.32% (n = 350,000) | AID 504720; in the data active = activation above about 50%
Target sequence (P0AE70 whole entry, looked up): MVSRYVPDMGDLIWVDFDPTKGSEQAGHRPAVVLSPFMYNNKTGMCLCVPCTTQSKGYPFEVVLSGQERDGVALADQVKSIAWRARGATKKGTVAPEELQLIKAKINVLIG
Rv3671c protease = Rv3671c (M. tuberculosis) protease inhibition. P9WHR9. inhibition, % at 5.96 µM. actives 0.048% (n = 320,000); in the data active = inhibition above about 38%;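 note: extracellular domain of Rv3671c used as enzyme; 0% = enzyme with DMSO and 100% = no enzyme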
Target sequence (P9WHR9 whole entry, looked up, the tested form may be a part): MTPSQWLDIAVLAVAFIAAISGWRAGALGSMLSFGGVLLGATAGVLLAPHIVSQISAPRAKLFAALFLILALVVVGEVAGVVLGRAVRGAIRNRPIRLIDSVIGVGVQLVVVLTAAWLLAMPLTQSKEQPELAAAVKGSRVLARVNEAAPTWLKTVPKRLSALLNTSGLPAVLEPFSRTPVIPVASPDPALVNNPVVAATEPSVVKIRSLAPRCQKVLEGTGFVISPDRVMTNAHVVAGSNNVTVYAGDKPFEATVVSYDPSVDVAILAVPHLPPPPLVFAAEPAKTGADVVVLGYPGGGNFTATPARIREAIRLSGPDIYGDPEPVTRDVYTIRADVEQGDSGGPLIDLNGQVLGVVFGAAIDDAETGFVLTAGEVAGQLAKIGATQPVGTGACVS
PrPC TRFRET = cell surface PrPC inhibition, primary TR-FRET screen; TR-FRET read-out; P04156; inhibition, % at 13.8 µM; AID 720596; actives 0.43% (n = 370,000); in the data active = inhibition above about 24%; note: 0% = median of the test wells and 100% = reference compound wells
GDH-TPI counter = counter-screen for M. tuberculosis FBA inhibitors: GDH-TPI coupled enzymes | GDH-TPI coupled enzyme counterscreen, NADH absorbance | actives 1.2% (n = 360,000) | AID 588335 | inhibition, % at 4.8 µM; in the data active = inhibition above about 30%;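 note: 0% = DMSO wells and 100% = wells lacking the enzyme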
Numbers without * were called inactive; ? = inconclusive; · = no result given; & = joins results of further samples.

SMILES	BoNT-F LC inh	FadD28 FP inh	UGM FP inh	BioA inh	FBA Mtb inh	MazF activator	Rv3671c protease	PrPC TRFRET	GDH-TPI counter
CN(C)c1cccc(NC(=O)C2Cc3c(-c4cccnc4)ccnc3O2)c1 (stereo not given)	-2	-3.7	·	-0.8	-2	·	·	-6	-11
CCC(=O)OCc1cc(=O)oc2ccc3ccccc3c12	12	-3.5	-4.8	0.0	170*	6	2	-14	16
C=CCn1c(SCC(=O)NCC(c2ccccc2)N(C)C)nnc1C1CCCCC1 (stereo not given)	·	-0.5	-1.8	0.4	-1	-1	-6	1	3
COc1ccc(N2C(=O)c3cc4ccccc4cc3C2=O)cc1	-14	-4.4	0.5	0.6	5	5	-3	-4	10
Cc1cc(C)[n+](Cc2ccccc2)cc1C(N)=O	8	-0.5	1.0	·	-2	-2	1	-3	-2
Cc1cc(C)c2c(=O)[nH]c(SCc3ccccc3C)nc2n1	-5	-3.0	-2.0	-1.0	-6	6	-3	9	0
C[C@H]1CN([C@@H](C)CO)C(=O)c2cccc(NC(=O)C3CC3)c2O[C@H]1CN(C)CC1CCCCC1	2	-2.7	0.0	3.1&1.9	-2	2	-5	0	-6
NS(=O)(=O)c1ccc(NC(=O)c2ccc3c(c2)OCO3)cc1	26	?	-0.8	-1.1	-2	14	-2	-2	4
NS(=O)(=O)c1ccc(NC(=O)CSc2nc3ccccc3[nH]2)cc1	-3	-1.0	0.1	·	1	4	0	-1	8
Cc1ccc2nc(NS(C)(=O)=O)sc2c1	-4	0.4	1.1	0.1	1	-13	0	6	-2
CCOc1ccc(S(=O)(=O)NCCCN2CCOCC2)cc1	-12	-1.2	2.9	1.0	-4	11	-7	0	-1
Cc1ccccc1Nc1nc(N)nc(COC(=O)c2ccc(S(=O)(=O)N(C)C)cc2)n1	-10	-0.3	-2.2	·	-2	-4	0	12	3
O=c1c(C/C=C/c2ccccc2)c(O)ccn1Cc1ccc(Cl)cc1Cl	-1	-3.6	2.7	·	-1	-2	-4	4	-6
COc1cccc(-c2nc(-c3ccc4c(c3)-c3ccccc3S4(=O)=O)c(-c3ccccc3)[nH]2)c1OC	0	-2.1	1.3	-1.5	31*	-30	-18	11	19
COc1cc(/C=C(/C(=O)c2cccs2)c2nc3ccccc3[nH]2)ccc1O	2	-5.8	-0.7	-0.5	-6	4	5	-2	28
C[C@H]1CN([C@@H](C)CO)C(=O)CCCn2nncc2CO[C@H]1CN(C)C(=O)c1ccc2ccn(C)c2c1	-2	-2.4	·	1.0&-1.9	8	-5	·	4	14
Oc1cccnc1CN1CCCCC1	-6	0.7	·	-1.7	2	-22	·	-7	10
CC(=O)N(CCc1ccccc1)Cc1cc2ccc(C)c(C)c2[nH]c1=O	?	-1.3	3.2	-1.1	9	-3	-5	-5	19
Cc1c(Cl)cccc1NS(=O)(=O)c1ccc(-c2ccc(=O)[nH]n2)o1	3	1.9	-0.7	-2.3	1	-2	-5	-4	19
CCOC(=O)C(C)Sc1nc2c(c(=O)[nH]c(=O)n2C)n1Cc1ccc(Cl)cc1 (stereo not given)	-6	-3.2	3.2	5.7	-2	15	0	2	-9
O=C(O)CCNC(=O)C12CC3CC(CC(C3)C1)C2	-7	-1.1	0.2	·	3	10	-11	7	-5
O=C(CC1Oc2ccccc2NC1=O)NCCCN1CCN(Cc2ccccc2)CC1 (stereo not given)	1	2.2	-0.9	-1.1	1	4	6	·	-1
O=C1CC2(CCCC2)Oc2ccc(F)cc21	-9	0.7	0.3	-2.4	4	-7	-5	1	-3
Cc1cccc(-c2nc3sc(C)cc3c(=O)o2)c1	-4	-3.1	2.0	·	4	6	-2	0	8
S=P(Nn1cnnc1)(c1ccc(Br)cc1)c1ccc(Br)cc1	2	-4.3	1.2	·	-4	-7	6	-4	-7
CC1(C)CC(=O)C(C=NCCN2CCN(C(=O)Cc3ccccc3)CC2)=C(O)C1	-17	-0.8	0.2	1.0	-3	2	-5	-2	-9
COC(=O)C(NC(=O)c1ccccc1Cl)(Nc1ncc(S(=O)(=O)c2ccc([N+](=O)[O-])cc2)s1)C(F)(F)F (stereo not given)	-14	-6.8	0.4	-20	-2	-1	-7	-3	10
COc1ccc2cc3cc(C(=O)N4CCN(c5ccccn5)CC4)oc3nc2c1	·	-1.2	0.0	-3.0	2	2	1	-4	42*
O=C(NCCc1ccccc1)Nc1cccc(Cl)c1	-3	-3.1	-0.6	·	1	5	-8	16	-5
COc1ccc(CC(=O)Nc2ccc3c(c2)OCO3)cc1S(=O)(=O)N1CCOCC1	-5	-2.6	0.4	1.3	2	-6	-2	8	-6

15 structures out of the list, sorted by molar mass, falling:
SMILES	BoNT-F LC inh	FadD28 FP inh	UGM FP inh	BioA inh	FBA Mtb inh	MazF activator	Rv3671c protease	PrPC TRFRET	GDH-TPI counter
C[C@H]1CN([C@@H](C)CO)C(=O)CCCn2nncc2CO[C@H]1CN(C)C(=O)c1ccc2ccn(C)c2c1	-2	-2.4	·	1.0&-1.9	8	-5	·	4	14
S=P(Nn1cnnc1)(c1ccc(Br)cc1)c1ccc(Br)cc1	2	-4.3	1.2	·	-4	-7	6	-4	-7
COc1ccc(CC(=O)Nc2ccc3c(c2)OCO3)cc1S(=O)(=O)N1CCOCC1	-5	-2.6	0.4	1.3	2	-6	-2	8	-6
O=C(CC1Oc2ccccc2NC1=O)NCCCN1CCN(Cc2ccccc2)CC1 (stereo not given)	1	2.2	-0.9	-1.1	1	4	6	·	-1
CC1(C)CC(=O)C(C=NCCN2CCN(C(=O)Cc3ccccc3)CC2)=C(O)C1	-17	-0.8	0.2	1.0	-3	2	-5	-2	-9
COc1ccc2cc3cc(C(=O)N4CCN(c5ccccn5)CC4)oc3nc2c1	·	-1.2	0.0	-3.0	2	2	1	-4	42*
O=c1c(C/C=C/c2ccccc2)c(O)ccn1Cc1ccc(Cl)cc1Cl	-1	-3.6	2.7	·	-1	-2	-4	4	-6
COc1cc(/C=C(/C(=O)c2cccs2)c2nc3ccccc3[nH]2)ccc1O	2	-5.8	-0.7	-0.5	-6	4	5	-2	28
Cc1c(Cl)cccc1NS(=O)(=O)c1ccc(-c2ccc(=O)[nH]n2)o1	3	1.9	-0.7	-2.3	1	-2	-5	-4	19
CC(=O)N(CCc1ccccc1)Cc1cc2ccc(C)c(C)c2[nH]c1=O	?	-1.3	3.2	-1.1	9	-3	-5	-5	19
O=C(NCCc1ccccc1)Nc1cccc(Cl)c1	-3	-3.1	-0.6	·	1	5	-8	16	-5
Cc1cccc(-c2nc3sc(C)cc3c(=O)o2)c1	-4	-3.1	2.0	·	4	6	-2	0	8
O=C(O)CCNC(=O)C12CC3CC(CC(C3)C1)C2	-7	-1.1	0.2	·	3	10	-11	7	-5
O=C1CC2(CCCC2)Oc2ccc(F)cc21	-9	0.7	0.3	-2.4	4	-7	-5	1	-3
Oc1cccnc1CN1CCCCC1	-6	0.7	·	-1.7	2	-22	·	-7	10

(more compounds)
SMILES	BoNT-F LC inh	FadD28 FP inh	UGM FP inh	BioA inh	FBA Mtb inh	MazF activator	Rv3671c protease	PrPC TRFRET	GDH-TPI counter
O=c1[nH]cccc1-c1nc2ccccc2n1Cc1cccc(F)c1	17	-1.5	-0.8	-1.4	162*	-12	-2	2	8
Nc1c(Cl)ncnc1N/N=C/c1ccc2ccccc2n1	-19	-0.1	1.3	·	-4	3	12	5	18
N#CC1=C(Nc2ccccc2)SC=C(c2ccc(Br)cc2)N=C1N1CCOCC1	-13	-0.7	0.2	8.8	1	3	-5	-15	16
O=C(Nn1c(-c2ccc(Br)cc2)nc2ccccc2c1=O)c1ccc([N+](=O)[O-])cc1	0	-1.1	0.4	·	3	8	-8	0	10
CCOC(=O)c1c(NC(=O)CN2CCOCC2)sc2c1CCCC2	-22	-1.7	-0.9	5.6	-4	-18	0	-4	9
CC1(C)O[C@@H]2[C@H](O1)[C@@H](CO)O[C@H]2n1cnc2c(N)ncnc21	6	2.2	0.4	-5.3	0	-3	11	-1	7
Cc1ccc(Cn2c(SCC(=O)N3CC(=O)Nc4ccccc43)nc3ccccc3c2=O)cc1	-8	-12	-1.6	·	0	6	-29	29*	10
COc1ccc(/C=C2\Sc3ccc(C(=O)NCc4cccnc4)cc3N(C)C2=O)cc1OC	-10	-0.2	2.8	1.4	0	13	-6	-3	35*
O=C(N/N=C/c1c[nH]c2ccccc12)c1cc(Br)ccc1O	7	29*	0.2	9.0	6	1	12	7	31*
COc1ccc(CCN(Cc2cc3ccc(C)cc3[nH]c2=O)C(C)=O)cc1OC	16	-5.3	1.8	-0.6	0	5	1	1	5
CC(C)CCN1CC(=O)N2Cc3[nH]c4ccccc4c3C[C@H]2C1=O	24	-0.8	4.2	-4.7	6	6	-2	3	0
O=C1CNC(=O)c2cc(Cl)ccc2N1	2	-10	·	0.7	-3	8	·	-24	-4
O=c1c2c3nc4ccccc4nc3n(-c3ccc4c(c3)OCCO4)c2ncn1C1CCCC1	-4	-0.8	-1.0	-0.4	5	-11	4	-2	1
Cc1ccc(S(=O)(=O)N2CCOCC2)cc1N/N=C(\C#N)c1nc2ccccc2[nH]1	-5	-1.8	-1.4	·	2	-3	-57	1	2
Cc1cn(CC(=O)NCc2ccccc2)c(=O)[nH]c1=O	-4	-3.3	·	-0.4	-2	1	·	3	-15
C=CCOc1cccc(C(=O)N2CCCC(CNS(=O)(=O)c3cccs3)C2)c1 (stereo not given)	-4	-3.4	1.2	·	4	10	0	-7	0
O=C1CCN(Cc2ccccc2)CCN1CCO	-7	-1.1	5.3	-2.5	6	0	2	-4	10
OCc1cccc[n+]1Cc1ccccc1	?	-1.8	-1.1	-0.7	1	-5	-5	4	-1
O=C(NCC1CCN(C(=O)c2ccc([N+](=O)[O-])cc2)CC1)c1ccc([N+](=O)[O-])cc1	-1	-3.4	0.6	12	-1	9	4	-53	-8
O=C(Cn1cnc2ccccc21)Nc1ccc(SC(F)F)cc1	-3	-2.2	0.6	3.2	-1	-25	-3	16	-4
Cc1oc(-c2ccc(-c3ccccc3)cc2)nc1CN(C)C1CCOC1 (stereo not given)	-3	-5.3	2.8	-0.3	2	6	5	9	9
CC(=O)Nc1ccc(S(=O)(=O)N(CCCN2CCOCC2)Cc2cccs2)cc1	-4	0.6	-1.5	·	-1	-3	2	0	4
O=C1c2ccsc2SCCN1Cc1cccc(Cl)c1	8	-4.2	0.4	·	4	-17	6	1	11
CCOC(=O)Cn1c(=NC(=O)c2ccc([N+](=O)[O-])s2)sc2ccccc21	0	-1.1	2.2	·	2	276*	-4	8	-1
[O-][n+]1onc2c1CCc1nnc(-c3ccccc3)cc1-2	0	-1.3	-0.5	-1.8	0	2	-4	-27	-1
COc1ccccc1C(=O)N(Cc1ccccc1)c1ccc(C)cc1	3	-12	-3.6	0.7	2	0	-10	6	8
CCCN(CC(=O)Nc1ccccc1C)C(=O)Cc1n[nH]c(=O)c2ccccc12	·	-2.2	0.8	0.1	1	-2	-1	2	-6
CCN(C(=O)COC(=O)c1ccc(C)c(S(=O)(=O)N2CCCCC2)c1)C1CCS(=O)(=O)C1 (stereo not given)	2	0.2	0.3	1.0	2	2	-5	0	4
CC1CCc2c(sc(NC(=O)CSc3nc4c(c(C(F)(F)F)n3)CCc3ccccc3-4)c2C(N)=O)C1 (stereo not given)	2	0.1	-1.3	-4.8	2	-11	-5	5	6
O=C(O)c1nnsc1-c1csnn1	-4	0.0	·	·	-1	0	·	-5	3
COc1ccc(-n2c(COc3cccc(C)c3)nnc2SCC(=O)O)cc1	-4	-4.2	-1.7	17	-4	5	1	5	-2
O=C(CCN1C(=O)/C(=C/c2cccs2)SC1=S)Nc1ccccn1	-1	1.9	1.4	·	-5	-6	-8	6	7
COc1cc2c(cc1/C=C1/NC(=O)N(c3ccccc3)C1=O)OCO2	-14	1.1	-2.9	6.2	0	26	-4	-3	18
COc1cc2cnc(-c3ccccc3)c(C(=O)c3ccc(OCc4ccccc4)cc3)c2cc1OC	4	-3.6	·	-0.8	5	-19	·	11	10
CC1(C)CC(=O)C(C2C3=C(CC(C)(C)CC3=O)Oc3ccc4ccccc4c32)C(=O)C1 (stereo not given)	2	-1.3	-0.5	·	1	-5	-4	9	0
